Rv3671c protease – inhibits the M. tuberculosis serine protease Rv3671c | inhibition, % at 5.96 µM | actives 0.048% (n = 320,000); in the data active = inhibition above about 38%;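 note: extracellular domain of Rv3671c used as enzyme; 0% = enzyme with DMSO and 100% = no enzyme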
Target sequence (P9WHR9 whole entry, looked up, the tested form may be a part): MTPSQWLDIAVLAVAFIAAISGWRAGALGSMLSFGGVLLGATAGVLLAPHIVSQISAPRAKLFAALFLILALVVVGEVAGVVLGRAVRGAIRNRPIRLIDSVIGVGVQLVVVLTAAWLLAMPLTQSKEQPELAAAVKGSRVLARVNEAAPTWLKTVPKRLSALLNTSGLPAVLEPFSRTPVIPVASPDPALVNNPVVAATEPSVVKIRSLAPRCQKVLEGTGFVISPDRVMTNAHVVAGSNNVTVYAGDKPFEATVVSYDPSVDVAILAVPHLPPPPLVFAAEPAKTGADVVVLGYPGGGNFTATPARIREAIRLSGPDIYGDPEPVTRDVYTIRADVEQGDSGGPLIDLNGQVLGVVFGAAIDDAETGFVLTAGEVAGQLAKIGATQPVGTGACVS
MazF activator – MazEF (E. coli) toxin RNase activation; AID 504720; FAM/BHQ RNA-DNA oligo cleavage fluorescence, 5 h; P0AE70; activation, % at 20 µM; actives 0.32% (n = 350,000); in the data active = activation above about 50%
Target sequence (P0AE70 whole entry, looked up): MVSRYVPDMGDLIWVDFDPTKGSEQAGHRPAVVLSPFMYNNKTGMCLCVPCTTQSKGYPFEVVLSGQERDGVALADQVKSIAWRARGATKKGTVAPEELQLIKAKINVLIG
FadD28 FP inh – blocks FadD28 binding to the bisubstrate probe; fluorescence polarization; inhibition, % at 12.5 µM; actives 0.22% (n = 360,000); AID 588549; in the data active = inhibition above about 8.5%, passing the limit was not always enough; inconclusive = no clear call, values can overlap the other calls
BoNT F protease – blocks Botulinum neurotoxin F light chain protease. Multiplex microsphere protease cleavage assay, flow cytometry. inhibition, % at 10 µM. actives 0.22% (n = 360,000). AID 588497; in the data active = inhibition above about 35%, passing the limit was not always enough; inconclusive = no clear call, values can overlap the other calls; note: plate controls were buffer without enzyme for full effect and enzyme alone for no effect
PrPC surface inh – cell surface PrPC inhibition, primary TR-FRET screen; TR-FRET read-out; P04156; inhibition, % at 13.8 µM; AID 720596; actives 0.43% (n = 370,000); in the data active = inhibition above about 24%; note: 0% = median of the test wells and 100% = reference compound wells
Mtb UGM inh – blocks M. tuberculosis UGM enzyme. P9WIQ1. purified UGM, fluorescence polarization probe displacement. inhibition, % at 10 µM. actives 0.06% (n = 320,000); in the data active = inhibition above about 10%, passing the limit was not always enough; inconclusive = no clear call, values can overlap the other calls
Target sequence (P9WIQ1 whole entry, looked up): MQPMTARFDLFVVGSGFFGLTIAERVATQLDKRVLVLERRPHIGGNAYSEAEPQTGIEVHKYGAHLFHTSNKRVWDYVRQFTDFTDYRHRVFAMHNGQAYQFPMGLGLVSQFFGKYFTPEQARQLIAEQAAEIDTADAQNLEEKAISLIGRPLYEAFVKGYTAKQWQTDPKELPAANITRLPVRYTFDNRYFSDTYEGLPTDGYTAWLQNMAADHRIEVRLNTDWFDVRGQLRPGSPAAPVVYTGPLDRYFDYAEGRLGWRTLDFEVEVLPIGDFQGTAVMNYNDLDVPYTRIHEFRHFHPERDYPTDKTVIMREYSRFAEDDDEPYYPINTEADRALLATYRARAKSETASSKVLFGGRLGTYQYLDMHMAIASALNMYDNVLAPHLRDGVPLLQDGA
Mtb FBA inh – inhibitors of M. tuberculosis fructose-bisphosphate aldolase; P9WQA3; purified M. tuberculosis FBA, fluorescence read-out; inhibition, % at 1 µM; actives 2.3% (n = 360,000); AID 588726; in the data active = inhibition above about 27%;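 note: 0% = vehicle and 100% = reference inhibitor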
BioA inh – blocks M. tuberculosis BioA enzyme activity. purified M. tuberculosis BioA enzyme, plate reader. inhibition, % at 9.99 µM. AID 602481. actives 0.096% (n = 360,000); in the data active = inhibition above about 40%; inconclusive = no clear call, values can overlap the other calls
GDH-TPI inh – counter-screen for M. tuberculosis FBA inhibitors: GDH-TPI coupled enzymes. GDH-TPI coupled enzyme counterscreen, NADH absorbance. inhibition, % at 4.8 µM. actives 1.2% (n = 360,000). AID 588335; in the data active = inhibition above about 30%;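 note: 0% = DMSO wells and 100% = wells lacking the enzyme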
Starred values were filed as active, the others as inactive; ? = inconclusive; . = not tested or not shown.

The first four entries, ahead of the listing:
SMILES	Rv3671c protease	MazF activator	FadD28 FP inh	BoNT F protease	PrPC surface inh	Mtb UGM inh	Mtb FBA inh	BioA inh	GDH-TPI inh
CC(C)NC(=O)c1n[nH]c(=O)c2ccccc12	-2	9	-1.4	-5	1	1.0	-12	-1.4	10
O=C(Nc1ccc(-n2cccn2)cc1)C1CCN(Cc2ccccn2)CC1	-1	-7	0.0	0	-4	0.5	1	-1.5	1
COc1cccc(CNC(=O)CCS(=O)(=O)c2ccc3c(c2)NC(=O)CO3)c1	-5	2	-4.6	8	6	4.2	-6	0.2	-10
CN1CCN(CCc2cn3ncc(C#N)c3nc2-c2ccc(F)cc2)CC1	4	1	-0.2	-5	1	-1.0	17	-3.8	9

The listing (from the top)
SMILES	Rv3671c protease	MazF activator	FadD28 FP inh	BoNT F protease	PrPC surface inh	Mtb UGM inh	Mtb FBA inh	BioA inh	GDH-TPI inh
CC(C)NC(=O)c1n[nH]c(=O)c2ccccc12	-2	9	-1.4	-5	1	1.0	-12	-1.4	10
O=C(Nc1ccc(-n2cccn2)cc1)C1CCN(Cc2ccccn2)CC1	-1	-7	0.0	0	-4	0.5	1	-1.5	1
COc1cccc(CNC(=O)CCS(=O)(=O)c2ccc3c(c2)NC(=O)CO3)c1	-5	2	-4.6	8	6	4.2	-6	0.2	-10
CN1CCN(CCc2cn3ncc(C#N)c3nc2-c2ccc(F)cc2)CC1	4	1	-0.2	-5	1	-1.0	17	-3.8	9
COc1ccccc1CNC(=O)CSc1ccc(-c2ccncc2)nn1	-1	-9	-3.4	-3	4	0.1	4	.	0
COc1ccccc1N=c1sc2ccccc2n1C	5	-1	-0.6	6	1	-2.5	1	.	10
CN1CC(c2ccccc2)C2(SC(=S)N(Cc3ccco3)C2=O)C12C(=O)Nc1ccccc12 (stereo not given)	-6	5	-4.5	-5	12	-1.4	0	-1.6	4
CCOc1ccccc1NC(=O)Cc1cccs1	3	5	-0.2	?	3	-1.2	1	-1.4	15
COc1ccc(Cl)cc1NC(=S)NCc1ccccn1	-1	7	-0.6	-20	0	-0.5	0	0.9	7
COc1ccc(NC(=O)CN(c2ccc(Cl)cc2)S(C)(=O)=O)cc1OC	.	7	-2.7	-5	6	1.4	-4	3.8	-1
C/C(=N\NC(=O)COc1ccccc1F)c1cc2ccccc2o1	2	-1	-3.5	0	-7	-2.6	-3	.	7
COCc1nnc(NS(=O)(=O)c2ccc([N+](=O)[O-])cc2)s1	0	23	-2.7	-6	-28	1.6	2	0.6	4
O=C(Nc1ccc2c(c1)OCO2)C1Cc2c(-c3ccc4c(c3)OCO4)ccnc2O1 (stereo not given)	.	.	-3.6	-3	11	.	36*	0.2	-6
CC1Sc2ccccc2N(CC(=O)N(C(C)C)C(C)C)C1=O (stereo not given)	4	2	-0.8	1	-1	-2.0	0	-2.5	12
CN(c1ccccc1)S(=O)(=O)c1nnc(NC(=O)C2CCCCC2)s1	-16	4	-2.7	7	-4	0.1	2	0.1	3
Cc1cc(C)cc(NC(=S)N2CCN(S(=O)(=O)c3ccccc3)CC2)c1	.	-2	-3.5	-1	-1	0.0	1	-1.8	3
COc1cccc(C(=O)N2CCN(C(=O)C3COc4ccccc4O3)CC2)c1 (stereo not given)	9	7	-4.7	6	-1	0.6	-7	3.8	-16
CNC(=O)COc1coc(CN2CCN(c3ccccc3F)CC2)cc1=O	8	4	0.0	-2	-1	0.9	-1	-3.1	1
Cc1ccc(S(=O)(=O)Nc2cccc(C(=O)NCC(c3ccccc3)N(C)C)c2)cc1F (stereo not given)	2	0	-0.1	-5	1	1.5	-1	1.1	7
Cc1cccc(-n2ncc3c(N4CCC5(CC4)OCCO5)ncnc32)c1	3	-1	-0.7	1	-6	3.5	2	-1.7	-3
Cc1cc(Cl)ccc1C1=CC(=O)C[C@H](c2ccc(F)cc2)C1	0	-3	0.7	-5	10	-2.4	5	-0.2	4
C[C@]12CCCCC1=CC(=O)C1C2CC[C@@]2(C)C1C[C@@H](F)[C@@H]2O (stereo not given in full)	.	2	-4.6	4	1	.	-4	-0.4	-1
O=S(=O)(NCc1ccco1)N1CCCCCC1	0	-1	-2.4	-8	1	-3.4	-5	-0.9	0
COc1ccc(CCN(C)C(=O)C2CCN(Cc3cccc(OC)c3OC)CC2)cc1OC	3	8	-3.2	-2	2	2.7	-7	-0.6	-5
O=C1C=CC(=O)N1c1cccc(-c2ccccc2)c1	-12	-7	-0.5	-7	3	0.7	1	.	10
CCOC(=O)c1[nH]c(CN2CCN(c3ccc(OC)cc3)CC2)c(C(=O)OCC)c1C	3	3	-1.5	3	-2	4.0	2	0.8	-3
CCCCN1C(Nc2ccccc2)=NC[C@@H]1C	7	0	0.5	-8	-1	-0.6	-2	-2.5	0
O=C(O)CCN1C(=O)c2ccccc2C1=O	-1	7	-0.9	9	-1	-0.6	3	-0.5	10
CCCS(=O)(=O)N1CCC(C(=O)NCCCOCC)CC1	-1	2	-1.5	-3	2	-2.4	3	0.3	3
c1csc(CCNc2ncnc3sc4c(c23)CCC4)c1	-2	10	-2.0	-2	20	0.7	1	5.4	5
COc1ccccc1C(=O)NCc1nnc(SC(C)C(=O)Nc2nccs2)n1C (stereo not given)	-8	1	-1.6	19	-4	-0.8	1	0.7	6
CCOC(=O)C(C)Sc1nnc(Cn2c(=O)sc3ccccc32)n1-c1ccccc1 (stereo not given)	3	-6	-1.7	-9	3	2.7	6	-1.3	14
CC1(C(=O)NS(=O)(=O)c2ccc(F)cc2F)CCN1C(=O)Cc1ccccc1Cl (stereo not given)	.	.	-2.8	2	-8	.	-4	-0.9	-4
Cc1cnc(C(=O)OCc2ccc(Br)cc2)cn1	-5	18	-1.2	-12	5	3.5	-2	-1.8	-5
O=C(O)CN=C(NS(=O)(=O)c1ccc(Cl)cc1)c1ccc(F)cc1	0	3	0.5	2	-4	0.1	4	.	-10
COc1ccc(OCc2nn3c(-c4cccc(OC)c4)nnc3s2)cc1	3	11	-0.9	-1	7	1.2	0	1.1	7
Cc1ccc(C(=O)N2CCN(c3ccccc3)CC2)cc1NC(=O)c1ccco1	2	8	0.1	25	-1	-0.4	0	2.2	-3
CCc1cc(=O)[nH]c(SCCC(F)=C(F)F)n1	1	-5	-2.2	-5	2	2.5	0	-0.4	-3
O=C(COC(=O)c1ccc(O)cc1)Nc1cc(C(F)(F)F)ccc1N1CCOCC1	-3	4	-1.2	2	-1	1.0	3	-0.9	-3
CCOc1ccc(S(=O)(=O)N2CCOCC2)cc1NC(=O)CN1C(=O)NC(C)(c2ccc(C)cc2)C1=O (stereo not given)	.	-6	-1.4	-14	-10	.	1	-0.1	2
O=C(Nc1ccccc1)c1cccc(-c2nnc(-c3ccccc3)o2)c1	-6	30	0.5	-4	-2	-0.7	-1	-0.7	11
O=CC(Cl)P(=O)(N1CCOCC1)N1CCOCC1 (stereo not given)	-8	5	-2.2	26	2	1.2	2	9.9	3
CCn1c(SCC(=O)Nc2ccc(C)cc2)nc2nc3c(cc2c1=O)CCCC3	-6	41	-4.4	-8	-2	.	-6	-0.3	-3
CCCNc1nc(-c2cc(C(=O)Nc3ccccc3)on2)cc(C(C)C)n1	-8	0	-13	-19	1	1.0	1	-1.2	-4
CC1CN(Cc2csc(-c3ccc(Cl)cc3)n2)CC(C)O1 (stereo not given)	5	-4	-1.0	0	0	3.2	0	-1.1	-5
CC1=C(C(=O)N2CCN(c3cc(C)ccc3C)CC2)C2(CCCCC2)OC1=O	9	8	0.2	-1	3	0.2	4	-1.0	5
O=C(Nc1ccc(F)cc1)Nc1ccc2ccccc2n1	2	-9	-1.5	14	0	2.1	1	-1.6	17
OCCCc1cn(CC2CCCCC2)nn1	2	-6	0.1	0	-1	-0.7	5	-0.4	10
O=C(NCCC1=CCCCC1)C1CC(=O)N(C2CCCCC2)C1 (stereo not given)	-8	2	0.0	2	-1	1.0	1	-1.2	1
COc1cccc(-c2nnc(NC(=O)c3ccccc3Br)o2)c1	6	2	-1.6	-8	4	3.8	1	0.0	4

(more compounds)
SMILES	Rv3671c protease	MazF activator	FadD28 FP inh	BoNT F protease	PrPC surface inh	Mtb UGM inh	Mtb FBA inh	BioA inh	GDH-TPI inh
CNc1cccc(-c2ccccc2C(C)=O)n1	.	.	-2.5	-3	3	.	-3	-0.2	13
COn1c(=O)c(-c2ccc(F)cc2)[n+]([O-])c2ccccc21	-6	9	0.9	2	-20	-0.9	2	-0.1	9
O=C(CS(=O)(=O)c1ccc2ccccc2c1)Nc1ccccc1Cl	-10	5	-3.1	-2	0	-1.1	2	.	3
NC(=O)c1oc2ccc(Cl)cc2c1NC(=O)CN1CCOCC1	-5	1	-2.5	-2	-11	0.4	-1	0.9	-6
O=C(CNC(=O)C12CC3CC(CC(C3)C1)C2)N1CCN(S(=O)(=O)c2cccs2)CC1	-6	3	-3.7	-1	7	-0.2	-3	1.2	6
CCOc1ccc(CCNC(=O)COC(=O)COc2ccc(C(C)=O)cc2)cc1OCC	-11	-19	-1.5	7	4	0.4	3	-1.6	6
O=C(NCc1ccco1)C1CC(c2c(Cl)cccc2Cl)=NO1 (stereo not given)	-4	6	-4.8	-2	3	-1.6	0	5.9	0
Cc1cc(NC(=O)CSc2nnc(-c3ccoc3C)o2)no1	9	-3	0.3	-2	2	0.5	0	0.5	-3
CC1CCN(CC(=O)Nc2ccc3c(c2)OCO3)CC1	.	6	-3.9	-1	1	.	-4	0.3	-6
CCCCOc1ccc(/C=N/Nc2cc(N3CCOCC3)nc(C)n2)cc1	-1	7	-2.4	-12	-4	0.6	2	-0.6	-4
Cc1ccnc(NC(=O)c2cccc(S(=O)(=O)Nc3ccc(C)cc3C)c2)c1	-23	0	-2.0	3	3	3.6	0	1.6	4
COc1cc(C(=O)N2CCCC(c3nc(-c4cccs4)no3)C2)cc(OC)c1OC (stereo not given)	8	-2	-0.6	-4	-1	-1.7	3	2.6	10
Cc1cccc(CN2C(=O)NC(c3ccccc3)(c3ccccc3)C2=O)c1	-3	-5	-0.2	3	4	4.7	1	-0.1	0
N#Cc1c(-c2ccc(Br)cc2)cc(-c2cccnc2)nc1N	-5	-10	-1.3	11	-3	0.4	29*	.	10
Cc1cc(C)nc(Sc2c(C)n[nH]c2C)n1	1	7	-0.3	5	4	-2.1	-1	-1.4	3
Cc1ccccc1OCCCN1CCOCC1	.	-3	-2.6	-21	-6	-0.9	2	-0.6	-9
O=C(CCN1C(=O)c2ccccc2S1(=O)=O)Nc1ccc(F)c([N+](=O)[O-])c1	-7	3	2.7	-11	-1	0.0	5	-2.0	6
COC(=O)C1=C(C(=O)OC)[C@@H]2Nc3ccccc3[C@@]23C[C@@H](C(=O)OC)N(C(=O)CC(C)C)C3=N1	4	0	-1.3	-6	3	1.2	5	-2.0	10
CCOc1ccc(Cc2n[nH]c(=S)n2Cc2ccccc2)cc1	3	-1	-3.8	0	4	0.0	0	.	-3
O=C(NCc1ccc(F)cc1)c1c2c(nc3ccccc13)CCN(Cc1ccccc1)C2	-3	-19	-3.6	1	-5	-0.5	-6	.	1

Quoted at random: 3 records from the list
SMILES	Rv3671c protease	MazF activator	FadD28 FP inh	BoNT F protease	PrPC surface inh	Mtb UGM inh	Mtb FBA inh	BioA inh	GDH-TPI inh
Cc1cnc(C(=O)OCc2ccc(Br)cc2)cn1	-5	18	-1.2	-12	5	3.5	-2	-1.8	-5
O=C(Nc1ccc(-n2cccn2)cc1)C1CCN(Cc2ccccn2)CC1	-1	-7	0.0	0	-4	0.5	1	-1.5	1
CCOC(=O)C(C)Sc1nnc(Cn2c(=O)sc3ccccc32)n1-c1ccccc1 (stereo not given)	3	-6	-1.7	-9	3	2.7	6	-1.3	14

(cont.)
SMILES	Rv3671c protease	MazF activator	FadD28 FP inh	BoNT F protease	PrPC surface inh	Mtb UGM inh	Mtb FBA inh	BioA inh	GDH-TPI inh
Cc1ccc(C(=O)Nc2ccc3cn[nH]c3c2)cc1S(=O)(=O)N1CCOCC1	-32	2	-7.8	-6	3	-1.2	0	.	4
Cn1nnnc1SCC(=O)c1c(N)n(C)c(=O)n(C)c1=O	-6	-10	-3.9	-2	5	-0.5	9	0.0	-8
COC(=O)c1ccc(CSc2n[nH]c(=S)s2)o1	-1	-13	-3.1	5	-2	1.9	0	-1.6	6
CCOCCCNC(=S)N1CCCN(c2nc3cc(C)cc(C)c3cc2C#N)CC1	-1	1	-3.2	3	-8	3.0	23	.	5

Screens: PubChem, several laboratories
